VIM-2 inh = inhibitors of Pseudomonas aeruginosa VIM-2 metallo-beta-lactamase. AID 1527. 290,000 tested, 0.89% active. inhibition, % at 5.6 µM. purified VIM-2, nitrocefin hydrolysis, epi-absorbance fluorescence;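 active = inhibition above the mean of all tested compounds plus 3 SD, cutoff set per screening run, cut at about 7.5% in these data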;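 also: red hydrolysis product quenches plate fluorescence so inhibitors raise well fluorescence; 0% = enzyme with DMSO and 100% = DMSO without enzyme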
M18AAP inhibitor = PfM18AAP enzyme inhibition; 290,000 tested, 1.2% active; inhibition, % at 7.35 µM; recombinant PfM18AAP, H-Glu-NHMec fluorogenic cleavage; AID 1822;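 active = inhibition above the campaign mean inhibition over all tested compounds plus 3 SD, cut at about 28% in these data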;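 also: 0% = plate median of test compound wells and 100% = 2 mM ZnCl2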
IDE act = activators of human insulin-degrading enzyme in cells. P14735. HEK cells, FAbeta-B cleavage, fluorescence polarization; 0% vehicle, 100% cell-free pure enzyme wells. activation, % at 5.96 µM. 340,000 tested, 0.073% active. AID 493087;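 active = activation above the mean of all tested compounds plus 3 SD, set per screening campaign, cut at about 17% in these data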
DNA FID counter = fluorescent intercalator displacement, NS3 helicase counter-screen; 290,000 tested, 0.17% active; inhibition, % at 7.9 µM; DNA fluorescent intercalator displacement, fluorescence; AID 1845; in the data active = inhibition above about 37%;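 also: 0% = vehicle and 100% = reference compound; higher means more ethidium bromide displaced from hairpin DNA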
IMP-1 inhibitor = inhibitors of Pseudomonas aeruginosa IMP-1 metallo-beta-lactamase; inhibition, % at 5.6 µM; purified IMP-1, nitrocefin hydrolysis, epi-absorbance fluorescence; 290,000 tested, 0.45% active; AID 1556;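 active = inhibition above the mean plus 3 SD of all compounds in the same screening run, cut at about 4.5% in these data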;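 also: 0% = IMP-1 with DMSO and 100% = DMSO wells lacking enzyme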
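Assay system: purified IMP-1; Quantity: IMP-1 0.2 nM before substrate addition; Medium: HEPES buffer pH 7.1 with ZnSO4 and Brij 35; Incubation: 15 min enzyme–compound preincubation, then 25 min nitrocefin reaction, 25 °C; Signal: fluorescence quenching readout, ex 480/em 530 nm; Controls: DMSO with and without IMP-1; Repeats: singlicate testing.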
NS3 helicase inh = blocks Hepatitis C virus NS3 helicase unwinding; 290,000 tested, 0.56% active; NS3 helicase DNA unwinding, Cy5 molecular beacon fluorescence; inhibition, % at 10.9 µM;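 active = inhibition above the mean of all tested compounds plus 3 SD, set per campaign, cut at about 35% in these data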;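 also: 0% = DMSO wells and 100% = thioflavine S control wells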
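Measured by: Cy5 fluorescence, 0 and 60 min reads / Assay system: NS3 helicase fragment of HCV / Control set: low DMSO, high thioflavine S at 110 µM / Times: 1 h reaction at 25 °C, ATP-initiated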
SUMO HTRF inh = blocks human SUMOylation mediated by UBC9; HTRF SUMOylation assay, SAE1/SAE2 + UBC9, in vitro; AID 2006; P63279; 290,000 tested, 0.36% active; inhibition, % at 35 µM; in the data active = inhibition above about 50%, passing the limit was not always enough; also: strong numbers were not always called active
Target sequence (P63279 whole entry, looked up): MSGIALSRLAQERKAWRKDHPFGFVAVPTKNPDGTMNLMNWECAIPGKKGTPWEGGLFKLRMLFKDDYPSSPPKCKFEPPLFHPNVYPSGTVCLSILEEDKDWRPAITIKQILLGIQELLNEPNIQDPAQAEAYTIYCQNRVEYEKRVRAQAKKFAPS
p-CIP stab down = compounds decreasing mouse p/CIP protein stability | 290,000 tested, 0.01% active | F442A p/CIP-EGFP cells, EGFP fluorescence, 16 h | decrease of EGFP signal, % at 10 µM | Q05BA5;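 active = EGFP signal decrease of at least 30% at 10 µM or well 3 SD below plate mean, unless failing retest; inactive = the rest, including hits failing retest or dose response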; also: some compounds called inactive have numbers as strong as hits; many of its hits are not listed in these tables
IDE inh = cellular human IDE inhibition | P14735 | inhibition, % at 5.59 µM | 320,000 tested, 0.41% active | HEK cells, FAbetaB cleavage, fluorescence polarization | AID 434962;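 active = percent inhibition above the average of all tested compounds plus 3 SD, set per screening campaign, cut at about 16% in these data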;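 also: IDE supplied by intact live HEK cells; FP after avidin binding of uncleaved biotin substrate so inhibition keeps polarization high; 0% = DMSO wells and 100% = 60 µM reference IDE inhibitor Ii1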
An asterisk follows results filed as active; / = not tested or not shown; & = joins results of further samples.

SMILES	VIM-2 inh	M18AAP inhibitor	IDE act	DNA FID counter	IMP-1 inhibitor	NS3 helicase inh	SUMO HTRF inh	p-CIP stab down	IDE inh
COC(=O)c1ccc2nc(C(F)(F)F)[nH]c2c1	-0.7	-7	4	-4	3.6	13	6	-7	3
COCCNC(=O)CCN1N=C(c2ccccc2)CCC1=O	-1.1	0	3	-2	-2.5	2	18	0	2
COc1ccc(C(=O)NC(=S)N2CCN(c3ccccc3OC)CC2)cc1OC	-3.9	-2	4	-40	-1.1	4	14	-4	1
CCCc1cc(=O)oc2cc(C)cc(OCC(=O)NC3CCN(Cc4ccccc4)CC3)c12	4.0	0	4	28	-3.4	-29	18	-2	-3
COc1cc(NC(=O)COC(=O)CNC(=O)c2cc(C)cc(C)c2)c(C)cc1[N+](=O)[O-]	-1.1	5	0	1	-0.4	16	-6	8	-1
COc1ccc(NC(=O)CN2C(=O)COc3ccc(S(=O)(=O)N4CCOCC4)cc32)c(OC)c1	-7.7	-4	6	-13	-3.9	6	/	-10	0
COc1ccc(CC(=O)N2CCOCC2)cc1	1.3	11	4	-2	-0.3	14	5	-4	2
O=C(c1ccco1)c1cc2c(ccc3ccccc32)oc1=O	0.6	2	5	2	-1.9	2	17	-10	-1
Cc1ccc(-n2nnnc2-c2ccccc2)cc1	-2.2	-4	-1	9	-1.8	11	-4	12	-3
NC(=O)CC(NC(=O)Cc1ccc(Br)cc1)c1ccc(N2CCN(c3ccccc3)CC2)c([N+](=O)[O-])c1 (stereo unspecified)	/	/	-3	/	/	/	28	-7	3
CC1CC(C)(C)NC(=S)O1 (stereo unspecified)	-2.4&-2.6	-6&3	-1&6	-1&0	-2.3&-4.0	-2&0	11&6	0&-8	-1
OCCN1C[C@H](O)[C@@H](O)[C@H](O)[C@H]1CO	-0.8	3	/	-3	-1.7	-8	9	-14	2
O=C(NCCc1ccc(F)cc1)c1cccs1	-2.0	0	3	-4	-2.9	1	-2	-6	2
O=C(CN(C(=O)Cn1nnc(-c2cccs2)n1)c1ccc2c(c1)OCCO2)NCC1CCCO1 (stereo unspecified)	-0.1	-8	-2	-18	-0.7	-1	4	1	3
Nc1nc(-c2ccco2)c(-c2ccco2)s1	2.6	38*	-1	5	1.6	49*	70	-6	7
Cc1ccsc1C(C(=O)NC(C)(C)C)N(C(=O)c1csnn1)c1ccccc1 (stereo unspecified)	-0.3	-1	0	-3	-2.2	3	0	-4	-3
O=C(O)c1ccc2nnn(O)c2c1	-1.5	-1	6	3	-1.8	-11	9	9	-3
O=c1[nH]n2c(=O)c3c([nH]c2c1N=Nc1ccccc1)CCC3	-3.2	31*	2	-20	-5.7	6	8	-2	-1
CC(C)(C)c1ccc(S(=O)(=O)C(C)(C)C)cc1	-2.1	-10	2	-3	-1.4	14	13	3	6
COC(=O)COc1ccc(NC(=O)Cn2nc(-c3ccccc3)c3ccccc3c2=O)cc1	-1.5	2	4	-11	-1.7	-12	8	3	2
c1ccc(-c2nc(-c3cccs3)[nH]c2-c2ccccc2)cc1	-5.0	-2	-5	-1	-1.8	0	-4	1	-1
Cc1ccc(C)c(N(CC(=O)NCc2ccc3c(c2)OCO3)C(=O)CCC(=O)Nc2ccccn2)c1	-3.6	-6	-2	-34	-4.8	-7	-19	-10	2
C=CCNC(=S)Nc1cccc2ccccc12	4.7	-4	2	-4	2.3	10	-8	-10	-3
CN(C)CCCn1c(=S)[nH]c2ccccc2c1=O	1.3	-15	5	1	-2.6	0	13	1	1
O=C(CN1CCN(CC(=O)Nc2ccccn2)CC1)Nc1ccccn1	-1.9	3	3	-5	-2.1	-1	22	-12	2

Next part
SMILES	VIM-2 inh	M18AAP inhibitor	IDE act	DNA FID counter	IMP-1 inhibitor	NS3 helicase inh	SUMO HTRF inh	p-CIP stab down	IDE inh
Cn1c(C(=O)Nc2ccc(Cl)cc2)cc2cc(Cl)ccc21	-0.2	2	-4	-4	-1.7	0	19	-13	-2
CCN(CC)S(=O)(=O)c1cccc(S(=O)(=O)N2CCCCC2)c1	0.7	0	4	-11	-6.2	-4	-18	-8	-1
CSc1nc(Nc2ccc(Cl)cc2)c(C#N)c(=O)[nH]1	2.0	-14	-2	-16	-2.4	15	22	-9	2
Cc1ccc(Cl)cc1NC(=O)c1cc2ccccc2cc1O	3.6	-8	-6	4	-0.9	20	16	0	3
Cc1ccccc1NC(=O)C1Cc2ccccc2CN1C(=O)OCc1ccccc1 (stereo unspecified)	-3.8	-3	0	-21	-2.6	-3	-6	-3	-1
O=C(NC1CCCCC1)C(c1ccccn1)N(C(=O)c1csnn1)c1ccccc1F (stereo unspecified)	-3.3	4	-2	-23	-3.4	-1	1	2	1
COc1ccc(NC(=O)CSc2nnc(-c3cccs3)n2C)cc1OC	-0.2	2	-6	-9	-3.9	2	-2	3	15
NC(=O)c1cc(S(=O)(=O)NCc2cccc(Br)c2)cs1	-1.9	-5	3	-4	-0.4	-1	5	-9	-12
Cc1cc(C)n2nc(SCCC(=O)NCCc3ccccc3)nc2n1	-1.3	-5	-6	-10	-2.9	7	2	18	3
Cc1cc(NC(=O)C2CCCCC2)nc2c1c(=O)oc1ccccc12	1.4	-9	2	0	-0.3	-2	-33	0	7
CC(C)CNC(=S)Nc1ccccc1F	-0.8	11	-1	9	-0.6	3	-12	-15	3
COc1ccc(NC(=O)/C=C2\SC(=O)NC2=O)cc1	-2.1	28	1	3	-0.9	-25	6	-2	-8
Cc1ccc(-c2noc(C3CCCN(C(=O)c4c(F)cccc4F)C3)n2)cc1 (stereo unspecified)	0.5	-1	-4	-16	-3.3	-17	21	-13	-1
CON(C)c1nc(OCCNC(=O)COc2ccc(Cl)cc2C)nc(N(C)C)n1	0.0	7	-5	-29	-3.3	-2	2	-3	-1
COc1ccc(NS(=O)(=O)c2cc(NC(=O)C3CC3)ccc2N2CCCCC2)cc1	-2.6	1	2	-16	-2.0	-7	-31	0	1
COc1ccc(CCNc2c(C=O)c(=O)[nH]c3ccccc23)cc1OC	0.0	6	2	-14	-2.7	7	-7	0	0
Cc1cccc(C)c1NC(=O)C(C)Sc1n[nH]c(-c2ccncc2)n1 (stereo unspecified)	0.5	1	6	-5	-1.3	5	8	-13	-1
O=C(Nc1ccc(C(F)(F)F)cc1)c1ccccc1Br	2.6	3	3	3	-2.0	-13	-19	-2	-3
COC(=O)C1CCN(C(=O)COC(=O)c2oc3ccc(OC)cc3c2C)CC1	0.6	1	2	-18	-0.7	-3	10	0	3
COc1ccc(C2C(C(=O)c3ccc(C)o3)=C(O)C(=O)N2Cc2cccnc2)cc1 (stereo unspecified)	0.3	20	-1	-37	-1.6	6	14	-6	3
Cc1ccc(/C=C/C(=O)N2CCN(S(=O)(=O)c3ccc(C)c(C)c3)CC2)o1	-3.2	-109	-14	-28	-3.6	26	21	-6	-1
OCCN1CN=C(Nc2nc3ccccc3s2)NC1	-3.1	2	3	-1	-2.8	-3	13	-12	2
CC1CCCN(S(=O)(=O)c2cccc(-c3cn4cccnc4n3)c2)C1 (stereo unspecified)	-2.4	1	-2	-4	-2.1	-3	17	-7	7
C/C(=N\N=C\c1cccc(F)c1)c1nnn(-c2nonc2N)c1C	0.9	-10	-1	2	-3.1	-3	-9	4	-2
CCCOC(=O)COC(=O)c1ccccc1NC(=O)c1ccccc1	-0.8	3	3	-5	-2.7	-2	2	-22	6

Part of the list above, set out differently:
Values run as follows: VIM-2 inh, M18AAP inhibitor, IDE act, DNA FID counter, IMP-1 inhibitor, NS3 helicase inh, SUMO HTRF inh, p-CIP stab down, IDE inh
CCCc1cc(=O)oc2cc(C)cc(OCC(=O)NC3CCN(Cc4ccccc4)CC3)c12
→ 4.0, 0, 4, 28, -3.4, -29, 18, -2, -3
COc1ccc(CCNc2c(C=O)c(=O)[nH]c3ccccc23)cc1OC
→ 0.0, 6, 2, -14, -2.7, 7, -7, 0, 0
CSc1nc(Nc2ccc(Cl)cc2)c(C#N)c(=O)[nH]1
→ 2.0, -14, -2, -16, -2.4, 15, 22, -9, 2
COCCNC(=O)CCN1N=C(c2ccccc2)CCC1=O
→ -1.1, 0, 3, -2, -2.5, 2, 18, 0, 2

(list continues)
SMILES	VIM-2 inh	M18AAP inhibitor	IDE act	DNA FID counter	IMP-1 inhibitor	NS3 helicase inh	SUMO HTRF inh	p-CIP stab down	IDE inh
CCc1ccc(OCC(=O)N2CC(C(N)=O)Oc3ccccc32)cc1 (stereo unspecified)	0.3	0	-1	-21	1.6	12	11	-10	0
O=S(=O)(Nc1ncnc2c1oc1ccccc12)c1ccc(Cl)s1	/	/	-2	/	/	/	30	-6	4
Cn1c(C(=O)OC(C(=O)NC2CCCCC2)c2cccnc2)cc2sccc21 (stereo unspecified)	-2.3	1	1	-17	-1.8	1	10	-5	0
COC(=O)c1sccc1NC(=O)CC1C(=O)NCCN1C(=O)Nc1ccc(F)cc1F (stereo unspecified)	-0.9	0	1	-12	-0.4	-12	5	1	-1
CC(C)c1ccc(-n2nc3ccc(N)cc3n2)cc1	-1.9	5	3	-8	0.8	9	23	-1	1
Cn1c(SCC(=O)NC2CC2)nnc1C1CC1	-0.8	-1	3	-1	-0.8	3	5	-15	3
O=C1c2ccccc2C(=O)N1CCCCSc1nnc2ccccn12	-2.8	-11	-3	-11	-2.2	6	-7	10	4
COc1ccc(F)cc1S(=O)(=O)NCCN1CCOCC1	-1.9	-3	1	7	-0.7	1	-10	-15	3
Cc1cc(N2C(=O)C(=O)/C(=C(/O)c3ccc(F)cc3)C2c2cccc(Br)c2)no1 (stereo unspecified)	-1.4	13	-1	-37	-3.1	38*	26	-4	-1
CC(C)C(=O)Nc1cccc(NC(=S)NC(=O)c2ccccc2Cl)c1	-1.6	4	-3	-10	-2.6	15	5	-7	0
O=C(O)c1cc(S(=O)(=O)NC(CO)C(O)c2ccc([N+](=O)[O-])cc2)ccc1Br (stereo unspecified)	-3.4	5	2	3	-6.0	9	-1	-12	1
Cc1ccc(C)c(CN2CCC(CNC(=O)Nc3cccc(Cl)c3C)CC2)c1	-1.0	1	4	13	-1.9	-27	-23	7	5
Cc1c(C)c2ccc(OCC(=O)N3CC[C@@]4(O)CCCC[C@H]4C3)c(C)c2oc1=O	6.2	0	2	-31	-3.2	-21	2	-5	8
CCOc1ccc(N2CC(C(=O)Nc3ccccn3)CC2=O)cc1 (stereo unspecified)	2.8	-11	-6	-12	-0.6	2	-3	2	2
COC(=O)c1ccccc1CSc1nsc(C)c1C#N	-0.7	20	-1	-20	-2.5	-5	-4	1	2
Cc1ccc(C(=O)N/N=C/C=C/c2ccccc2)cc1	-2.9	-9	0	-15	-2.9	2	6	-7	0
COc1nccnc1NS(=O)(=O)c1ccc(N=Cc2c(C)[nH]n(-c3ccc(C)c(C)c3)c2=O)cc1	0.7	-17	0	1	-1.5	-1	2	0	4
Cc1cc(C)nc(SCc2cn3ccccc3n2)n1	-3.0	4	4	-1	-1.7	-4	10	-12	-7
O=C(CCc1nnc(Cc2ccc3c(c2)OCO3)o1)NC(c1ccccn1)C(F)(F)F (stereo unspecified)	-1.9	-10	-3	-19	-1.9	-1	22	-8	-6
O=C(Cn1cc2c(n1)CCCC2)N1CCOCC1	0.3	13	2	0	-1.9	1	18	-8	0

Compound activity from PubChem BioAssay.
